OPRM1-OPRD1 inv: inverse agonists of human mu-delta opioid receptor heterodimerization | P35372+P41143 | cell-based MOR-DOR heterodimer luminescence, inverse agonism | inhibition, % at 9.3 µM | hit rate 0.21% among 340,000 | AID 504357; in the data active = inhibition above about 22%, passing the limit was not always enough;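 also: 0% = cells with DMSO and 100% = wells without cells with DMSO; values of inactives mirror those of a sister screen read the other way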
Target sequence (P35372 whole entry, looked up): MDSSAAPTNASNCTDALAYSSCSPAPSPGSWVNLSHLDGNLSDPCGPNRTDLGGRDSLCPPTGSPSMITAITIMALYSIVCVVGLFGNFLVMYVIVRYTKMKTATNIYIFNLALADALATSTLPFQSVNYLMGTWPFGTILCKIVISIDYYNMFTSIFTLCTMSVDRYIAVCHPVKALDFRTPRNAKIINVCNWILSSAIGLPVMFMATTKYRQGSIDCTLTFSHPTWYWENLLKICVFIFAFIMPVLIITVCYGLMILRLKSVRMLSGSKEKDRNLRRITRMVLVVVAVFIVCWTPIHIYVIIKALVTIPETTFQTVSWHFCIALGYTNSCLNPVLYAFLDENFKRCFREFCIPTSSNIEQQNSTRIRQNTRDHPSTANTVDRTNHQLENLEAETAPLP
Target sequence (P41143 whole entry, looked up): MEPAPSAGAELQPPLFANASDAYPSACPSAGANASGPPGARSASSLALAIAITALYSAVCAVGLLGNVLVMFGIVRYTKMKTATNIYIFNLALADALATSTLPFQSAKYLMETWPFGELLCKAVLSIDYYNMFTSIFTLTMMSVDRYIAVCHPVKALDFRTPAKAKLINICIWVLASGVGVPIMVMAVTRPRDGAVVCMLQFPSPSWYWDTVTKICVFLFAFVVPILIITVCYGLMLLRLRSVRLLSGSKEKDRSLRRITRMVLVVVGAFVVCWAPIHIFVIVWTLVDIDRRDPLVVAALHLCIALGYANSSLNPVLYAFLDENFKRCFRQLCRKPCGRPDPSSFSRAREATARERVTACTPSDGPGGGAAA
MOR-DOR ag: agonists of human mu-delta opioid receptor heterodimerization; cells, OPRM1-OPRD1 heterodimerization, luminescence; activation, % at 9.3 µM; hit rate 0.3% among 340,000; in the data active = activation above about 18%;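 also: 0% = vehicle-treated cells and 100% = reference agonist; values of inactives mirror those of a sister screen read the other way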
HTR5A ag: HTR5A agonism, opioid heterodimer counter-screen. P47898. HTR5A agonist assay, luminescence, cell-based. activation, % at 9.3 µM. hit rate 0.61% among 340,000; in the data active = activation mostly above about 9.5%, no sharp cut-off; inactive = mostly below about 7.6%;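 also: 0% = cells with vehicle only and 100% = reference agonist; strong numbers were not always called active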
RTF Ca sens inh: cardiac RTF calcium desensitization | IANBD-labeled cardiac RTF, Ca2+ fluorescence | inhibition, % at 7.15 µM | hit rate 0.12% among 340,000 | P19429+P45379 | AID 493244;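 active = inhibition above the mean inhibition of all tested compounds plus 3 SD, cut at about 17% in these data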;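 also: assay run at fixed EC70 calcium of 1.6 mM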
V-ATPase pH: regulators of yeast V-ATPase proton transport | S. cerevisiae, pHLuorin cytosolic pH fluorescence | response, % at 10 µM | hit rate 0.37% among 350,000; in the data active = response mostly above about 7.3%, no sharp cut-off; inactive = mostly below about 5.4%; also: actives read high; inactives centre near 0; some compounds called inactive have numbers as strong as hits; reference of the scale not given here
Keap1 Nrf2 FP: inhibitors of human Keap1-Nrf2 protein-protein interaction. hit rate 0.15% among 340,000. Q14145. Keap1 Kelch-Nrf2 peptide fluorescence polarization, 1536-well. inhibition, % at 9.4 µM; in the data active = inhibition above about 12%;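 also: human Keap1 Kelch domain with fluorescein labeled Nrf2 9mer peptide probe; 0% = neutral control wells and 100% = peptide positive control; higher means more block of Keap1 binding to Nrf2 peptide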
RTF Ca sens act: cardiac RTF calcium sensitization; IANBD-labeled TnC RTF fluorescence at EC20 calcium; 0% EC20 calcium, 100% full calcium; activation, % at 7.2 µM; hit rate 0.24% among 340,000; AID 493008;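 active = activation above the mean over all tested compounds plus 3 SD, cut at about 30% in these data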;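 also: rise in fluorescence read as greater calcium sensitivity of cardiac thin filaments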
LANA DNA inh: inhibitors of KSHV LANA C-terminal domain DNA binding. hit rate 0.078% among 340,000. MBP-C-LANA/FAM-LBS DNA binding, fluorescence polarization. AID 504423. inhibition, % at 9 µM;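 active = highest replicate inhibition at or above 60% at 9 µM, even if other replicates fall short; inactive = all replicates below 60% inhibition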;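 also: 0% = neutral control wells and 100% = 4 µM acridine orange control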
HTR5A inv ag: HTR5A inverse agonism, opioid heterodimer counter-screen | P47898 | HTR5A cell line, luminescence | inhibition, % at 9.3 µM | hit rate 0.083% among 340,000; in the data active = inhibition mostly above about 23%, no sharp cut-off; inactive = mostly below about 18%;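 also: 0% = cells with DMSO and 100% = no-cell wells with DMSO; some compounds called inactive have numbers as strong as hits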
CAL-PDZ inh HTS: CAL PDZ (human) peptide binding inhibition. Q9HD26. purified CAL PDZ, TMR-peptide fluorescence polarization, 1 h. inhibition, % at 24.9 µM. hit rate 0.92% among 300,000;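 active = mean inhibition of at least 30% with at least half of replicates also reaching 30%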;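 also: 0% = DMSO neutral control and 100% = excess unlabeled competitor peptide PRC23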
Numbers without * were called inactive; x = not tested or not shown.

#	smiles	Keap1 Nrf2 FP	RTF Ca sens inh	CAL-PDZ inh HTS	RTF Ca sens act	OPRM1-OPRD1 inv
1	C=CCOC(=O)C1=C(C)NC(=O)NC1c1ccc(Cl)cc1 (configuration not stated)	6	-6	x	5	-18
2	C#CC(C)(C)NC(=O)c1ccc(-c2ccccc2F)cc1	-3	-2	3	2	-4
3	O=C(COC(=O)c1ccc(NS(=O)(=O)c2cccs2)cc1)NCc1ccco1	-1	-3	-4	-6	19
4	CN1OC[C@@H]2CN(C(=O)CCc3ccccc3)[C@H](c3cccc(-c4ccccc4)c3)C[C@@H]21	3	0	-4	5	5
5	CCCCc1nc2sc3c(c2c(=O)[nH]1)CC(C)(C)OC3	2	1	-14	5	15
6	Cc1cnc(C(=O)Nc2cccc3cccnc23)cn1	-1	3	1	0	16
7	CCOC(=O)CSC(CC)C(=O)Nc1nnc(C(C)C)s1 (configuration not stated)	-1	-8	x	-2	1
8	O=C1CC(N2CCN(c3ccccc3Cl)CC2)C(=O)N1c1cccc(F)c1 (configuration not stated)	-3	8	-3	-2	7
9	O=S(=O)(Nc1ccc(-c2ccccc2)cc1)c1ccccc1	2	3	7	-7	-58
10	COc1ccc(C(=O)NNC(=O)CSc2nc(C(C)C)nc3ccccc23)cc1	-7	-6	-5	-6	9
11	CCCCCC(=O)NC(=S)Nc1ccc(N2CCOCC2)cc1	1	-8	-1	-7	-1
12	Cc1cc(C)n2nc(SCC(=O)Nc3c(C)n(C)n(-c4ccccc4)c3=O)nc2n1	-3	-2	x	0	7
13	Cc1cc(C)cc(NC(=O)C/C(N)=N/O)c1	-4	-4	-1	3	5
14	Cc1ccccc1CSc1nccn1-c1ccccc1	-2	2	-1	-5	15
15	CC1Sc2ccc(S(=O)(=O)CCC(=O)Nc3ccccn3)cc2NC1=O (configuration not stated)	-22	5	x	1	9

#	V-ATPase pH	HTR5A inv ag	LANA DNA inh	MOR-DOR ag	HTR5A ag
1	2	-10	0.2	3.3	4
2	3	9	-0.9	0.9	-3
3	0	0	2.2	-3.6	0
4	0	-3	0.8	-1.1	1
5	1	10	0.0	-2.9	0
6	-2	-9	1.9	-3.0	-3
7	2	-8	-1.6	-0.1	0
8	-3	5	0.3	-1.2	1
9	-6	-26	-4.8	12	7
10	-1	-10	0.5	-1.4	4
11	-2	-11	0.6	0.1	4
12	1	14	-0.9	-1.4	1
13	1	7	0.8	-0.9	3
14	-3	-14	0.3	-3.6	6
15	2	-1	-0.5	-1.8	-2

#	smiles	Keap1 Nrf2 FP	RTF Ca sens inh	CAL-PDZ inh HTS	RTF Ca sens act	OPRM1-OPRD1 inv
16	CS(=O)(=O)c1ccccc1C(=O)Nc1ccc(-c2nc3ccccc3o2)cc1	-1	-9	-4	1	11
17	Cc1ccc(NC2=CC(=O)CC(c3ccc(Cl)cc3)C2)cc1 (configuration not stated)	3	8	-2	-8	0
18	COc1cc(C(=O)NC2CCN(Cc3ccccc3)CC2)cc(Cl)c1OC(C)C	5	-9	-1	3	-8
19	CN(C)S(=O)(=O)c1cccc(NC(=O)C(c2ccccc2)c2ccccc2)c1	-4	6	-3	-3	1
20	CC(C)(C)OC(=O)[C@H](Cc1ccccc1)NC(=O)c1nc[nH]c1C(=O)N1CCc2ccccc2C1	1	-1	-1	-6	-38
21	CCc1ccc(CNC(=O)C2Cc3cc(S(=O)(=O)N4CCCC4)ccc3N2C(C)=O)cc1 (configuration not stated)	4	1	-4	-2	13
22	O=C(Cc1ccccc1)c1nnc(-c2ccccc2)o1	-6	4	x	4	13
23	C#CCOCCOCCOCCNc1nc(N2CCN(C(=O)[C@H]([C@@H](C)CC)n3cc([C@@H](N)Cc4ccc(O)cc4)nn3)CC2)nc(N2CCN(C(=O)[C@H](Cc3ccc(O)cc3)n3cc([C@@H](N)C(C)CC)nn3)CC2)n1 (some centres not stated)	-1	7	-16	-6	12
24	COc1ccc(OC)c(S(=O)(=O)N2CCC(C(=O)Nc3ccc(C)c(C)c3)CC2)c1	0	5	-3	-8	2
25	Cc1ccc(S(=O)(=O)N2CCOCC2)cc1NC(=O)CNCc1ccccc1Cl	-2	4	-1	-1	-5
26	O=C(COC(=O)c1cccc([N+](=O)[O-])c1)NC1CCCC1	-3	-3	-2	0	24
27	CCN1CCN(c2ccc(NC(=O)c3ccc(OC)c(S(=O)(=O)N4CCCC4)c3)cc2)CC1	2	-4	6	-1	1
28	Cc1cc(C(=O)Cn2c(CO)nc3ccccc32)c(C)n1C	-3	2	-1	-4	18
29	COc1cccc(CNC(=O)COC(=O)CN(C)S(=O)(=O)c2ccc(NC(C)=O)cc2)c1	2	0	-1	-4	16
30	COc1ccc(C(=O)NC2CC2)cc1OC1CCN(Cc2ccccc2)CC1	5	3	2	-3	27

#	V-ATPase pH	HTR5A inv ag	LANA DNA inh	MOR-DOR ag	HTR5A ag
16	3	-5	-0.7	-2.3	1
17	6	28	0.2	0.0	3
18	-3	-20	1.4	1.5	5
19	-1	-23	1.0	-0.1	8
20	-3	-9	-0.5	6.5	3
21	2	1	-1.7	-2.6	-4
22	2	-32	0.3	-2.5	2
23	-1	-2	-3.2	-2.5	-1
24	0	-25	1.1	-0.4	3
25	7	-18	0.6	0.8	-3
26	-2	-7	1.7	-5.2	2
27	2	0	1.1	-0.2	0
28	5	-22	0.4	-3.7	7
29	-2	-16	1.0	-3.1	2
30	0	14	-1.2	-5.2	-6

#	smiles	Keap1 Nrf2 FP	RTF Ca sens inh	CAL-PDZ inh HTS	RTF Ca sens act	OPRM1-OPRD1 inv
31	Cc1ccc(NC(=O)c2cc(C)nn2-c2ccccc2)cc1	-3	-7	x	-1	17
32	Cc1ccccc1NC(=O)C(C)c1cccc(C(=O)c2ccccc2)c1 (configuration not stated)	-1	-3	-6	2	-2
33	O=C(Cn1ccccc1=O)NCc1ccc(F)cc1	0	-12	-1	1	-12
34	CCOC(=O)N1CCN(C(=O)COC(=O)CN(C)S(=O)(=O)c2ccc(NC(C)=O)cc2)CC1	1	2	-1	1	7
35	COc1ccccc1-n1c(SCC(=O)NCC2CCCO2)nc2c([nH]c3ccccc32)c1=O (configuration not stated)	3	-2	-4	-2	45*
36	O=C(Nc1nc2cc3c(cc2s1)OCO3)C1=COCCO1	-4	-5	-1	-2	-3
37	CCn1c(CNC(=O)c2ccccc2F)nnc1SCCOc1ccccc1	3	4	-5	-3	10
38	CN(CCNC(=O)C1CCN(S(=O)(=O)N2CCOCC2)CC1)CCc1ccccc1	-4	-7	2	-6	6
39	CSc1ccc(CN(C)C(C)C(=O)NCc2ccccc2)cc1 (configuration not stated)	-1	-1	7	2	14
40	Cc1ccccc1CC(=O)Nc1ccc(S(=O)(=O)N2CCOCC2)cc1	0	-1	x	0	16
41	CC1CCCCN1Cc1c(O)ccc2c(=O)c(-c3ccc(Br)cc3)coc12 (configuration not stated)	-3	5	5	-7	15
42	Cc1ccc2nc(C(=O)N3CCCC(Nc4ccc(F)cc4)C3)cn2c1 (configuration not stated)	1	-12	7	-3	-4
43	COCCNc1ncnc2c1cnn2Cc1ccc(Cl)cc1	3	-15	-2	-6	5
44	COc1ccc(CNC(=O)c2cc(S(=O)(=O)N3CCCCC3)ccc2N2CCOCC2)cc1OC	-5	1	-3	-3	9
45	O=c1c2ccccc2nc(SCCN2CCOCC2)n1CCc1ccccc1	-2	1	-2	-2	0

#	V-ATPase pH	HTR5A inv ag	LANA DNA inh	MOR-DOR ag	HTR5A ag
31	-2	2	-1.7	-3.2	-1
32	0	-8	-2.2	0.4	5
33	-3	-25	-0.4	1.7	10
34	0	3	0.1	-1.2	-2
35	1	38*	0.0	-8.1	-12
36	0	-24	0.2	0.4	-1
37	0	-5	1.4	-1.9	2
38	1	-25	-2.0	-1.0	-2
39	-2	5	-1.1	-3.1	-2
40	-1	3	0.3	-2.4	2
41	-4	-9	0.0	-2.5	2
42	1	-1	1.2	0.7	1
43	-1	-44	1.2	-0.8	-3
44	-2	6	0.5	-2.4	-4
45	-1	-14	-0.6	0.0	6

#	smiles	Keap1 Nrf2 FP	RTF Ca sens inh	CAL-PDZ inh HTS	RTF Ca sens act	OPRM1-OPRD1 inv
46	N#CCCN(C(=O)c1cc2c(s1)-c1ccccc1S(=O)(=O)C2)c1ccccc1	-4	-10	-6	2	2
47	CCN(C[C@H]1N[C@@](C)(C(=O)OC)[C@H]2C(=O)N(C)C(=O)[C@@H]12)C(=O)c1ccc(C)cc1	-6	-3	9	-1	7
48	COc1c(O)c(=O)n2c3ccccc3c3ccnc1c32	-2	0	-2	8	4
49	CCS(=O)(=O)N1Cc2ccccc2CC1C(=O)Nc1nc2ccccc2[nH]1 (configuration not stated)	1	2	x	3	12
50	O=C(Nc1nc2cc3c(cc2s1)OCCO3)C1CCCCC1	-1	7	-5	-12	8
51	O=C(NNC(=O)c1ccccc1O)c1cccc(Br)c1	-4	1	0	3	-2
52	COc1cccc(OC)c1C(=O)Nc1ccc(S(=O)(=O)Nc2cc(C)nc(C)n2)cc1	-2	-4	-2	-1	7
53	CC1(C)C(=O)NC(=O)N1Cc1ccccc1	-9	11	-4	12	18
54	CCOC(=O)Cn1c(=O)oc2cc(S(=O)(=O)N(C)Cc3ccccc3)ccc21	-8	-12	76*	6	3
55	CN(c1ccccc1)S(=O)(=O)c1ccc(C(=O)NCc2ccc(F)cc2)cc1	-1	-5	2	-1	-5
56	O=C(Cc1ccc(Br)cc1)Nc1ccc(S(=O)(=O)Nc2ncccn2)cc1	-4	0	-1	11	13
57	NC(=O)c1ccc2c(=O)c(O)c(-c3cc(Cl)c(N)c(Cl)c3)[nH]c2c1	-1	-6	2	2	-7
58	CC(C)(C)C(=O)Nc1cccc(C(=O)c2cccc(NC(=O)C(C)(C)C)c2)c1	-7	-2	x	0	8

#	V-ATPase pH	HTR5A inv ag	LANA DNA inh	MOR-DOR ag	HTR5A ag
46	1	-14	-0.2	-0.4	-2
47	-4	-9	-2.6	-1.4	2
48	-3	20	-0.7	-0.9	1
49	-4	-25	0.5	-2.0	9
50	1	26	0.1	-1.7	2
51	1	-8	6.8	0.4	2
52	-3	5	-0.9	-1.4	-2
53	0	-6	1.7	-3.2	2
54	1	3	0.4	-0.5	0
55	-1	16	0.9	1.4	4
56	2	-12	-0.1	-2.5	3
57	-7	-4	14	1.2	1
58	-3	-21	-0.1	-1.8	-2

Of the compounds above, these have two or more sulfur atoms:
#	smiles	Keap1 Nrf2 FP	RTF Ca sens inh	CAL-PDZ inh HTS	RTF Ca sens act	OPRM1-OPRD1 inv
3	O=C(COC(=O)c1ccc(NS(=O)(=O)c2cccs2)cc1)NCc1ccco1	-1	-3	-4	-6	19
7	CCOC(=O)CSC(CC)C(=O)Nc1nnc(C(C)C)s1 (configuration not stated)	-1	-8	x	-2	1
15	CC1Sc2ccc(S(=O)(=O)CCC(=O)Nc3ccccn3)cc2NC1=O (configuration not stated)	-22	5	x	1	9
46	N#CCCN(C(=O)c1cc2c(s1)-c1ccccc1S(=O)(=O)C2)c1ccccc1	-4	-10	-6	2	2

#	V-ATPase pH	HTR5A inv ag	LANA DNA inh	MOR-DOR ag	HTR5A ag
3	0	0	2.2	-3.6	0
7	2	-8	-1.6	-0.1	0
15	2	-1	-0.5	-1.8	-2
46	1	-14	-0.2	-0.4	-2

Bioassay records deposited in PubChem by several laboratories.
